FEN1 inh: inhibitors of human flap endonuclease 1 | AID 588795 | hit rate 0.35% among 390,000 | P39748 | Potency, µM (top dose mostly 114 µM), inactives show at the highest dose activity change, negative = inhibition, actives largely listed as inhibitors | Recombinant FEN1 flap cleavage, fluorescence, 15 min; also: nearly all actives have a fitted effect of over 65% in size
Target sequence (P39748 whole entry, looked up): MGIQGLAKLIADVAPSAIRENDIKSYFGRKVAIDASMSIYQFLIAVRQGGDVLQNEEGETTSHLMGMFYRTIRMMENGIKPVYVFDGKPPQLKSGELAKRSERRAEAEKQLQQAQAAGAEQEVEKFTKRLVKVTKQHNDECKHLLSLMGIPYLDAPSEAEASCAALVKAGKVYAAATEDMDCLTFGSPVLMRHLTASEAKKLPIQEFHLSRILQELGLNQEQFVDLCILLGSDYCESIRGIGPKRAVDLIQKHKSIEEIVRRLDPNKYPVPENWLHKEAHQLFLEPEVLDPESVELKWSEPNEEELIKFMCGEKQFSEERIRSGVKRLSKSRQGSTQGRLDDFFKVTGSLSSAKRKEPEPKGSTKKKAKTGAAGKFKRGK
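Concentration–response screening of FEN1 (10 nM): 15 min compound preincubation at room temperature, reaction started with 50 nM substrate and read at 0 and 15 min. Corrected, normalized data were fitted by a four-parameter Hill equation.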
TDP1 block: inhibitors of human tyrosyl-DNA phosphodiesterase TDP1. Q9NUW8. hit rate 0.28% among 350,000. recombinant TDP1, AlphaScreen DNA substrate cleavage. Potency, µM (doses to about 130 µM), for inactives: at the highest dose activity change, negative = inhibition, most hits filed as inhibitors; also: nearly all actives have a fitted effect of over 40% in size
Target sequence (Q9NUW8 whole entry, looked up): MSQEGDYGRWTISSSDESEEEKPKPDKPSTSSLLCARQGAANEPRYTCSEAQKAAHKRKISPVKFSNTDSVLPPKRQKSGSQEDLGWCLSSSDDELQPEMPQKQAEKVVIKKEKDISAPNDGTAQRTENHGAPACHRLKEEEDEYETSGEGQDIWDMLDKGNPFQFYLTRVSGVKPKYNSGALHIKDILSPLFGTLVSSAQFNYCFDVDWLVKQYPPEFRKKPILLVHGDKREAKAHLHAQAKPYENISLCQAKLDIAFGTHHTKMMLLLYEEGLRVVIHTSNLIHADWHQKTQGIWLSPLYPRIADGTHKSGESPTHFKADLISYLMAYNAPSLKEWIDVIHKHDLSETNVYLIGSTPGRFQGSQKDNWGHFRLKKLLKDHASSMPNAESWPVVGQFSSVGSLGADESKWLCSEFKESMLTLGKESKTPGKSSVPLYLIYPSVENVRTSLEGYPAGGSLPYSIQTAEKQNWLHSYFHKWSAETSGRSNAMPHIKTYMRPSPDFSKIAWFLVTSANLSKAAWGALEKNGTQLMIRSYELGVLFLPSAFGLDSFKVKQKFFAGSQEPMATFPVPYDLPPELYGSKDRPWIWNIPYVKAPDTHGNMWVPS
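Compounds were preincubated with Tdp1 (1 nM final) for 15 min at room temperature before substrate (15 nM final) started a 5 min reaction; beads (10 ug/ml final) were then added for 10 min before AlphaScreen detection.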
N370S GC: N370S glucocerebrosidase modulation, Gaucher chaperone candidate; P04062; N370S GC spleen homogenate, 4MU-glucoside fluorescence; Potency, µM (top dose mostly 59.4 µM), for inactives: at the top dose activity change, negative = inhibition, usual class: inhibitors; hit rate 0.092% among 330,000; AID 2101;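 also: 0% = full enzyme activity and -100% = no enzyme basal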
* marks the source's active call; other numbers are inactive results; ? = inconclusive; . = no result given; & = joins results of further samples; [ ] = another dose, or the depositor's remark. Calls follow the shape of the dose curve; as a rule, active = well fitted curve in the direction sought with a large enough effect; inconclusive = small, poorly fitted or top-dose-only effect, or another doubt; inactive = no such curve, though single readings can be large; an effect the other way counts as inactive or inconclusive. Unless noted, % is scaled to controls: 0 for no effect and ±100 for the full control effect; potency is read from the fitted curve at half-maximal effect.

1. C=CCN1C=C2C(=O)C(C)(OC(=O)C3CCCC3)C(=O)C(c3ccccc3)=C2C=C1CCCC(=O)OC (stereo not drawn)
2. O=C(NCc1nnc(SCC(=O)N2CCN(c3ccccc3)CC2)o1)c1ccccc1
3. CCC(C)NC(=O)c1ccc(-n2c(=S)[nH]c3ccccc3c2=O)cc1 (stereo not drawn)
4. COc1cccc(C(=O)OCc2ccccc2C#N)c1O
5. CC(C)C(NC(=O)C1CC(=O)N(Cc2ccccc2)C1)c1nc2ccccc2[nH]1 (stereo not drawn)
6. CC1(c2ccc3ccccc3c2)NC(=O)N(CC(=O)N2CCN(Cc3ccccc3)CC2)C1=O (stereo not drawn)
Assay by compound	1	2	3	4	5	6
FEN1 inh	1%	0%	4%	-12%	1%	0%
TDP1 block	7%[21 µM]	2%	5%	4%	0%	0%
N370S GC	-2%[12.8 µM]	2%	24%	7%	.	.

7. Nc1cc(C(=O)N2CCCC2)cc(C(=O)N2CCCC2)c1
8. CCc1ccc(NC(=O)C2CCCN2S(=O)(=O)c2cccc3nsnc23)cc1 (stereo not drawn)
9. CC1CCCCN1C(=O)CNCc1ccc(F)cc1 (stereo not drawn)
10. CC(C)N1CCC(N2CCN(Cc3ccc4nsnc4c3)CC2CCO)CC1 (stereo not drawn)
11. O=c1[nH]c(/C=C/c2cccc3ccccc23)nc2ccccc12
12. FC(F)(F)c1nnc2c(Sc3ccccn3)nc3ccccc3n12
Assay by compound	7	8	9	10	11	12
FEN1 inh	-10%	8%	-4%	3%	8%	-13%
TDP1 block	6%	7%	.	.	5%	6%
N370S GC	4%	.	0%	-2%	-16%	-4%

13. Cc1cccc(N(CC(=O)N2CCCC2)S(=O)(=O)c2ccccc2)c1C
14. O=C1c2ccccc2C(=O)N1Cc1nc2ccccc2c(=O)n1CCCN1CCOCC1
15. Cc1c(Br)c([N+](=O)[O-])nn1C(C)C(=O)N1CCc2ccccc2C1 (stereo not drawn)
16. COc1ccc(Cl)cc1NC(=O)Cn1nc(Cc2ccncc2)c2ccccc2c1=O
17. Cc1cccc(NC(=S)N/N=C/c2cccc(O)c2)c1C
18. CC(=O)c1ccc(N2CCN(C(=O)CCC(=O)c3cccs3)CC2)cc1
Assay by compound	13	14	15	16	17	18
FEN1 inh	-13%	-6%	-3%	8%	-20%	-5%
TDP1 block	3%	6%	7%	-1%	.	5%
N370S GC	-22%	7%	-8%	.	27%	4%

Rewritten tab-delimited: 2 of the compounds above.
no.	mol	FEN1 inh	TDP1 block	N370S GC
1	C=CCN1C=C2C(=O)C(C)(OC(=O)C3CCCC3)C(=O)C(c3ccccc3)=C2C=C1CCCC(=O)OC (stereo not drawn)	1%	7%[21 µM]	-2%[12.8 µM]
4	COc1cccc(C(=O)OCc2ccccc2C#N)c1O	-12%	4%	7%

Next section:
19. CC(C)(C)NS(=O)(=O)c1ccc(OCC(=O)NCCC2=CCCCC2)cc1
20. Cc1ccc(-n2c(=O)cc(NCc3cccnc3)[nH]c2=O)cc1
21. COc1ccccc1C/C(N)=N/OC(=O)COc1cccc(C)c1C
22. CN(C)C(=O)c1ccc(NC(=O)CSc2nc3ccccc3[nH]2)cc1
23. C[C@@H](C(=O)Nc1ccc2ccccc2c1)[C@H]1C[C@]1(C)[C@H](N)c1ccccc1
24. CCOc1ccc(S(=O)(=O)N(CC)CC(=O)NCc2cccnc2)cc1C
Assay by compound	19	20	21	22	23	24
FEN1 inh	4%	-13%	10%	1%	-11%	0%
TDP1 block	2%	-1%	.	2%	6%	7%
N370S GC	-1%	5%	10%	0%	-2%	-7%

25. COc1cccc(/C=C2\SC(N)=NC2=O)c1OS(=O)(=O)c1ccccc1
26. COc1ccc(Cl)cc1NC(=O)CSc1nnc(-c2ccco2)o1
27. CC(NC(=O)COC(=O)CSc1ccc(F)cc1)c1ccc(F)cc1 (stereo not drawn)
28. CCNC(=O)NC(=O)C(C)SCc1ccccc1C (stereo not drawn)
29. Cn1c(NN)nc2ccccc2c1=O
30. CCOc1ccc(-c2nc(CSc3nnc(C)s3)cs2)cc1OC
Assay by compound	25	26	27	28	29	30
FEN1 inh	-13%	14%	1%	8%	-3%	-9%
TDP1 block	0%	2%	4%	-2%	4%	9%
N370S GC	0%	3%	2%	-3%	4%	-18%

4 of the compounds above, field by field:
25. COc1cccc(/C=C2\SC(N)=NC2=O)c1OS(=O)(=O)c1ccccc1
  FEN1 inh: -13%	TDP1 block: 0%	N370S GC: 0%
26. COc1ccc(Cl)cc1NC(=O)CSc1nnc(-c2ccco2)o1
  FEN1 inh: 14%	TDP1 block: 2%	N370S GC: 3%
27. CC(NC(=O)COC(=O)CSc1ccc(F)cc1)c1ccc(F)cc1 (stereo not drawn)
  FEN1 inh: 1%	TDP1 block: 4%	N370S GC: 2%
28. CCNC(=O)NC(=O)C(C)SCc1ccccc1C (stereo not drawn)
  FEN1 inh: 8%	TDP1 block: -2%	N370S GC: -3%

Next part.
31. COc1ccc(Nc2nc(-c3ccccc3O)nc3ccccc23)cc1
32. Cc1ccc(-c2nc(SC(C)C(=O)N3CCCC3)n[nH]2)cc1 (stereo not drawn)
33. Cc1cc(C)cc(NS(=O)(=O)c2ccc(Oc3ncc(C(F)(F)F)cc3Cl)cc2)c1
34. COc1ccccc1NC(=O)NCC(=O)Nc1ccc(F)c(F)c1
35. O=C(c1csc2ccccc12)N1CCN(c2ccc(Cl)c(Cl)c2)CC1
36. CC(C)CN(CCNC(=O)c1cn(C)c2ccc(S(=O)(=O)N3CCCCCC3)cc2c1=O)CC(C)C
Assay by compound	31	32	33	34	35	36
FEN1 inh	-20%	-13%	-28%	0%	-23%	1%
TDP1 block	.	-7%	0%	10%	-2%	2%
N370S GC	-4%	20%	-11%	2%	3%	.

37. Cc1occc1C(=O)N1CCN(c2ccc([N+](=O)[O-])cc2)CC1
38. O=C1C2CCCN2C(=S)N1c1cc(Cl)ccc1Cl (stereo not drawn)
39. COCC(C)n1c(C)cc(C(=O)CSc2nnnn2C2CCCC2)c1C (stereo not drawn)
40. CCOC(=O)N1CCC(N2CCCC(CO)(Cc3cccc(OC)c3)C2)CC1 (stereo not drawn)
41. CCCc1nn2c(=O)cc(COC(=O)c3ccccc3NC(=O)c3cccs3)nc2s1
42. Cn1nnc(NC(=O)c2ccc3ccccc3c2)n1
Assay by compound	37	38	39	40	41	42
FEN1 inh	-3%	11%	2%	-4%	-3%	-2%
TDP1 block	5%	2%	7%	0%	4%	3%
N370S GC	-4%	2%	.	-10%	.	-1%

43. O=C(COc1ccccc1Cl)NCCCNC(=O)c1cnccn1
44. CCn1c(CC(=O)Nc2ccc(Cl)c(Cl)c2)nnc1SCc1ccc(Cl)cc1
45. Cc1cccc(Cn2c(=O)n(-c3ccc(Cl)c(Cl)c3)c(=O)c3c(C)c(C)sc32)c1
46. COc1cc2c(cc1OC)C1C/C(=N\O)C(CC(C)C)CN1CC2 (stereo not drawn)
47. CC1CC(C)CN(S(=O)(=O)c2ccc3c(c2)n(C)c(=O)c(=O)n3C)C1 (stereo not drawn)
48. Cc1ccc(C(=O)COC(=O)c2cc(Cl)ccc2O)cc1[N+](=O)[O-]
Assay by compound	43	44	45	46	47	48
FEN1 inh	-4%	7%	-6%	-1%	0%	-9%
TDP1 block	.	3%	-2%	5%	-4%	5%
N370S GC	3%	10%	.	7%	-24%	-7%

49. Cc1sc(NC(=O)c2ccccc2)c(C(=O)N2CCN(C)CC2)c1C
50. COc1ccc(COCC(O)CN2CCC(CN3C(=O)c4cccc5cccc(c45)C3=O)CC2)cc1OC (stereo not drawn)
51. CC(=O)Nc1ccc(S(=O)(=O)Nc2cc(C)ccn2)cc1
52. O=C(COC(=O)c1ccccc1Cl)Nc1cccnc1Cl
53. CC(C)(C)N1CC2(c3ccccc3)CN(C(C)(C)C)CC(c3ccccc3)(C1)C2=O
54. CN(C)C(=S)NC1CCS(=O)(=O)C1 (stereo not drawn)
Assay by compound	49	50	51	52	53	54
FEN1 inh	0%	?	15%	3%	-4%	8%
TDP1 block	2%	0%	4%	-1%	3%	-5%
N370S GC	-7%	-9%	6%	.	2%	-2%

55. CN(C)CCP(=O)(c1ccccc1)c1ccccc1
56. CSCCC(NC(=O)/C(=C/c1ccc2c(c1)OCO2)NC(=O)c1cccc([N+](=O)[O-])c1)C(=O)O (stereo not drawn)
57. COc1ccccc1N1CCN(S(=O)(=O)CCNC(=O)CCCc2ccccc2)CC1
58. CCOc1ccccc1NC(=O)Cn1c(=O)c2ccccc2n(CC)c1=O
59. CC(C)=CC(=O)N1CCCC(N2CCN(c3ccc(F)cc3)CC2)C1 (stereo not drawn)
60. CN1CCC(N(C)C(=O)c2cccc(S(=O)(=O)N3CCc4ccccc43)c2)CC1
Assay by compound	55	56	57	58	59	60
FEN1 inh	14%	-20%	-13%	-2%	4%	-5%
TDP1 block	5%	5%	.	0%	.	-2%
N370S GC	2%	10%	-5%	4%	-2%	.

61. CCCCn1c(SCC(=O)NC(C)CC)nc2ccc(N3CCOCC3)cc2c1=O (stereo not drawn)
62. Cc1ccc(NC(=O)C(=O)NCCN2CCN(C(=S)Nc3ccccc3)CC2)cc1
63. Cn1c(N)c(C(=O)COC(=O)c2ccnc3ccccc23)c(=O)n(C)c1=O
64. Cc1cc(=O)[nH]c(NN=C(CC(C)C)CC(C)C)n1
65. O=C(Nc1nc(COc2ccccc2)cs1)c1ccccc1F
66. O=C(CC(Cc1ccccc1)C(=O)O)Nc1ccc(Cl)c(Cl)c1 (stereo not drawn)
Assay by compound	61	62	63	64	65	66
FEN1 inh	1%	-5%	4%	-7%	3%	11%
TDP1 block	-8%	0%	6%&-4%	-1%	-11%	.
N370S GC	2%	-4%	7%&17%	-8%	4%	-2%

Entries from the list above containing a COOH group (two):
56. CSCCC(NC(=O)/C(=C/c1ccc2c(c1)OCO2)NC(=O)c1cccc([N+](=O)[O-])c1)C(=O)O (stereo not drawn)
66. O=C(CC(Cc1ccccc1)C(=O)O)Nc1ccc(Cl)c(Cl)c1 (stereo not drawn)
Assay by compound	56	66
FEN1 inh	-20%	11%
TDP1 block	5%	.
N370S GC	10%	-2%

(cont.)
67. CS(=O)(=O)N1CCc2cc(C(=O)Nc3ccccc3)ccc21
68. COc1cc(S(=O)(=O)NC2CCCCC2)c(C)cc1C
69. COc1ccc(Br)cc1/C=C/C(=O)OCC(=O)NCCc1ccc(S(N)(=O)=O)cc1
70. Cc1ccc(C(=O)NC(=S)NNC(=O)c2ccccc2)cc1
71. O=C(CN1C(=O)COc2ccc(S(=O)(=O)N3CCCCCC3)cc21)Nc1cccc(Cl)c1
72. COc1ccc(-c2[nH]ncc2CN(Cc2nccn2C)C(C)C)cc1F
Assay by compound	67	68	69	70	71	72
FEN1 inh	0%	-12%	-18%	21%	-2%	.
TDP1 block	6%	5%	-1%	2%	5%	4%
N370S GC	-6%	5%	.	-13%	.	-1%

73. COc1ccc(N2CCN(C(=O)Cc3cccs3)CC2)cc1
74. O=C1NC2(CCCCCC2)C(=O)N1Cc1ccc(Br)cc1
75. COc1ccc(CCn2c(N3CCN(Cc4ccccc4)CC3)nc3c2c(=O)[nH]c(=O)n3C)cc1
76. C#Cc1ccc([C@@H]2C=C(C(=O)NC3CC3)O[C@H](OCCCCO)C2)cc1
77. COc1ccc(COC(=O)C2=C(C)NC(=O)CC2c2cccc(Cl)c2Cl)cc1 (stereo not drawn)
78. COc1ccc(N=Cc2nc(-c3ccco3)oc2O)cc1
79. CCOC(=O)N1CCN(S(=O)(=O)c2cccc3nsnc23)CC1
80. CC(C)[C@H](NS(=O)(=O)c1ccccc1)C(=O)OCC(=O)NC(=O)c1cccn1C
81. O=C(Nc1cc(=O)[nH]c(=O)[nH]1)c1cc(Cl)ccc1Cl
Assay by compound	73	74	75	76	77	78	79	80	81
FEN1 inh	-14%	3%	-8%	3%	-1%	7%	0%	2%	-10%
TDP1 block	7%	0%	-1%	2%	-2%	2%	-3%	3%	1%
N370S GC	5%	-2%	0%[2.35 µM]	-8%	.	7%	-16%	14%	-7%

Assay outcomes as filed in PubChem.
